High-throughput results: PubChem BioAssay, National Center for Advancing Translational Sciences (NCATS)
WRN inhibitor = qHTS for Inhibitors of WRN Helicase. 360,000 tested, 0.46% active. Potency, µM (titrated, usually from 114 µM), inactives show top-dose activity change, negative = inhibition, actives largely listed as inhibitors. Bifunctional 3'-5' exonuclease/ATP-dependent helicase WRN (Homo sapiens), Q14191. WRN helicase unwinding, fluorescent forked duplex, kinetic; further: potency means the concentration at half of the fitted maximal effect; on the % scale 0 is the no-effect control and ±100 the full control effect; nearly all actives have a fitted effect of over 55% in size
Target sequence (Q14191 whole entry, looked up): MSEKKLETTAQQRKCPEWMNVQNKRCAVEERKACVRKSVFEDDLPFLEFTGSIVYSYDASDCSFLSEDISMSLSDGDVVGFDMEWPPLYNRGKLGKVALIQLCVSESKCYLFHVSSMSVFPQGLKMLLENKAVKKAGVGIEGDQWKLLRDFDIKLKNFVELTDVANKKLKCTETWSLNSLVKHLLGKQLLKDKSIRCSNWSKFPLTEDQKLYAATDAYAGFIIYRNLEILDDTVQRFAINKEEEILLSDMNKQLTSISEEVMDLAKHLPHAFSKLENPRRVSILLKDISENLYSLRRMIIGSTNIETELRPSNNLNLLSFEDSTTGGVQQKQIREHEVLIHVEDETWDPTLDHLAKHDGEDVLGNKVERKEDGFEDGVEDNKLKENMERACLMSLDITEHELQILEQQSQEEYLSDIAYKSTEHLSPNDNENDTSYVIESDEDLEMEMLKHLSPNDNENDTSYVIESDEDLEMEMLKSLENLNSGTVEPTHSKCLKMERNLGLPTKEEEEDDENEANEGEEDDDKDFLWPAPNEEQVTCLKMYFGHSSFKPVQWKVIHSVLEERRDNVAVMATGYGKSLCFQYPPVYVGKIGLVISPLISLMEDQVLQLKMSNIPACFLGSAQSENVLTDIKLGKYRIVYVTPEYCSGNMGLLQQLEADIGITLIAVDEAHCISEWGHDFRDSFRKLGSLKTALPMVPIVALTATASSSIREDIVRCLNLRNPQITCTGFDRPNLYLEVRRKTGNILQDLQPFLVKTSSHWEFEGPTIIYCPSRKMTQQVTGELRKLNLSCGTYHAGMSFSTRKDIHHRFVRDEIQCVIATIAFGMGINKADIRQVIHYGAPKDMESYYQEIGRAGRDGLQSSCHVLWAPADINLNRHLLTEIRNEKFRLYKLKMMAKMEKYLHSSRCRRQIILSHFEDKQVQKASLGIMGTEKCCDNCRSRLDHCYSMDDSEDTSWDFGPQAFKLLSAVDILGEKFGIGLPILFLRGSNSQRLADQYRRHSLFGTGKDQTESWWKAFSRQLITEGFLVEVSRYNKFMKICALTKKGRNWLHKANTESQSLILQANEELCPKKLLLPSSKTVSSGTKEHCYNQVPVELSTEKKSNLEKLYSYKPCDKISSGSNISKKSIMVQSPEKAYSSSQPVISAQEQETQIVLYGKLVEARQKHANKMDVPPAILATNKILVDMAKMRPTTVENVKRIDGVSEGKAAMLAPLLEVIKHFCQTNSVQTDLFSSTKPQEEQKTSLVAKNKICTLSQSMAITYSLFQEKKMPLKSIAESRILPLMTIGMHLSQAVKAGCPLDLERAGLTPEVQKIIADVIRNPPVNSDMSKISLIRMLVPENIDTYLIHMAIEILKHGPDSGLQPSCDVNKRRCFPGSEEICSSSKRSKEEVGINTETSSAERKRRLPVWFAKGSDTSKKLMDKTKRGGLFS
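Kinetic fluorescence helicase assay: unwinding of a quenched forked DNA duplex (100 nM final) with 2 mM ATP final raises red fluorescence (525/598 nm). Compounds sat 15 min at room temperature with 20 nM WRN beforehand.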
KB-V1 cytotox = qHTS assay for MDR1-selective chemotherapeutics: Primary screen using the drug-selected MDR subline cells KB-V1; KB-V1 MDR cells viability, CellTiter-Glo, 72 h; Potency, µM (doses to about 46.1 µM), inactives show at the highest dose activity change, negative = cytotoxicity, most hits filed as cytotoxic; 400,000 tested, 3.4% active; AID 1347076, 2019; further: potency means the concentration at half of the fitted maximal effect; on the % scale 0 is the no-effect control and ±100 the full control effect; nearly all actives have a fitted effect of over 60% in size
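In this primary screen, KB-V1 cells overexpressing P-gp are incubated with library compounds (lowest to highest concentration) for 72 h at 37 degrees C before a luminescent ATP viability read.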
HT1080-NT tox = qHTS for induction of synthetic lethality in tumor cells producing 2HG: qHTS for the HT-1080-NT fibrosarcoma cell line | HT-1080-NT fibrosarcoma viability, CellTiter-Glo ATP luminescence, 48 h | AID 686970, 2013 | Potency, µM (top dose mostly 46.1 µM), for the others: at the top dose activity, negative = less viability, actives largely listed as cytotoxic | 360,000 tested, 1.6% active;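 further: NT is the 2HG producing partner of a matched IDH1 knockdown line; potency means the concentration at half of the fitted maximal effect; 0% = DMSO-treated cells and -100% = media-only wells without cells; nearly all actives have a fitted effect of over 55% in size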
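Luminescent CellTiter-Glo readout after 48 hours of compound exposure at 37 degrees C defined viability of HT-1080-NT cells. Activity was normalized to DMSO wells and cell-free media wells; concentration-response curves were fitted and assigned curve classes.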
HT1080 IDH1KD tx = qHTS for induction of synthetic lethality in tumor cells producing 2HG: qHTS for the HT-1080-IDH1KD cell line. HT-1080 IDH1 knockdown viability, ATP luminescence, 48 h. Potency, µM (highest dose often 46.1 µM), for inactives: at the top dose activity, negative = toxicity, hits mostly cytotoxic. 360,000 tested, 2% active;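 further: potency means the concentration at half of the fitted maximal effect; 0% = DMSO wells and -100% = cell-free medium wells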
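IDH1KD HT-1080 cells, 750/well, RPMI + 5% FBS; compound pinned after 2 h settling; 48 h, 37 °C; CellTiter-Glo luminescence; % activity normalised to DMSO and no-cell wells; curves fitted, classed by r2 and efficacy.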
IL-1B inflam inh = qHTS for Inhibitors of Inflammasome Signaling: IL-1-beta AlphaLISA Primary Screen. THP-1 LPS/ATP IL-1B secretion, AlphaLISA, 16 h; active compounds read low. activity change, % at 57.5 µM. 360,000 tested, 4.7% active. AID 743279, 2014; in the data active means activity change below about -50%; inconclusive means mostly about -30% to -49%; further: on the % scale 0 is the no-effect control and ±100 the full control effect
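THP-1 cells pretreated 1 hr with compounds (up to 57.5 uM final), then stimulated with LPS (250 ng/mL final) plus ATP (1.25 mM final); secreted IL-1B measured by AlphaLISA after 16 hr, decreased signal indicating inhibition.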
MCF10A rereplic = A quantitative high throughput screen for small molecules that induce DNA re-replication in MCF 10a normal breast cells; MCF 10A DNA re-replication, Hoechst nuclear intensity, 48 h; Potency, µM (series often up to 46.1 µM), without a hit: at the highest dose activity, positive = re-replication, usual class: activators; AID 624296, 2012; 350,000 tested, 2.9% active; further: potency means the concentration at half of the fitted maximal effect; % of control where 0% means no effect; nearly all actives have a fitted effect of over 50% in size
KB-3-1 tox = qHTS assay for MDR1-selective chemotherapeutics: Primary screen using the parental adenocarcinoma cell KB-3-1 | KB-3-1 viability, CellTiter-Glo ATP luminescence, 72 h | Potency, µM (series often up to 46.1 µM), inactives show at the top dose activity change, negative = cytotoxic, most hits filed as cytotoxic | 400,000 tested, 1.4% active; further: potency means the concentration at half of the fitted maximal effect; on the % scale 0 is the no-effect control and ±100 the full control effect; nearly all actives have a fitted effect of over 60% in size
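Cytotoxicity in the drug-sensitive parental line KB-3-1 was scored as loss of CellTiter-Glo luminescence following 72 h incubation with compound. Values come from curve fitting of normalized concentration-response data.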
SW480 rereplic = A quantitative high throughput screen for small molecules that induce DNA re-replication in SW480 colon adenocarcinoma cells | SW480 DNA re-replication, Hoechst DNA content imaging, 48 h | Potency, µM (doses to about 46.1 µM), inactives show at the highest dose re-replication activation, actives largely listed as activators | 340,000 tested, 1.8% active; further: potency means the concentration at half of the fitted maximal effect; % of control where 0% means no effect; nearly all actives have a fitted effect of over 55% in size
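Quantitative HTS format with DMSO vehicle controls; 48 hr drug incubation at 37 C, then 40 min Hoechst staining and scanning imager measurement at 405 nm excitation.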
ATXN2 expr inh = Primary qHTS for Inhibitors of ATXN expression | HEK-293 ATXN2-luciferase reporter, luminescence, 24 h | Potency, µM (highest dose often 57 µM), inactives show at the highest dose activity change, negative = inhibition, usual class: inhibitors | 360,000 tested, 0.72% active | AID 1745845, 2022; further: potency means the concentration at half of the fitted maximal effect; on the % scale 0 is the no-effect control and ±100 the full control effect; nearly all actives have a fitted effect of over 55% in size
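ATXN2-luciferase reporter cells (luciferase flanked by upstream and downstream ATXN2 gene portions) were treated 24 h at 37 °C with compounds at up to 57 uM. SteadyGlo luminescence gave expression; GF-AFC fluorescence gave viability.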
* marks the source's active call; other numbers are inactive results; u = inconclusive; x = no result given; [ ] = another dose, or the depositor's remark. Unless noted, the call rests on the fitted dose curve; in most records, active means well fitted curve in the direction sought with a large enough effect; inconclusive means small, poorly fitted or top-dose-only effect, or another doubt; inactive means no such curve, though single readings can be large; an effect the other way counts as inactive or inconclusive.

SMILES	WRN inhibitor	KB-V1 cytotox	HT1080-NT tox	HT1080 IDH1KD tx	IL-1B inflam inh	MCF10A rereplic	KB-3-1 tox	SW480 rereplic	ATXN2 expr inh
O=C(NC1CCN(C(=O)Nc2ccc(F)cc2)CC1)c1cccc(F)c1	-30.9%	-28.2%	11.6%	11.3%	8.9	7.9%	-2.3%	-8.9%	-9.4%
CCN(CC)C(=S)SCC(=O)Nc1cccc(C(F)(F)F)c1	-16.4%	7.7%	1.4%	-14.6%	-4.0	6.6%	0.0%	-3.9%	-12.2%
O=C(O)c1ccccc1-c1ccccc1C(=O)NCc1cccnc1	-2.5%	u	2.7%	-4.5%	18.9	-6.8%	-1.3%	-0.1%	-13.5%
COc1ccccc1COc1cccn2c(N(C)C(=O)CCC3CCCC3)c(C)nc12	-3.5%	5.2%	u	u	-21.1	x	0.0%	x	-2.6%
CC(C)(C)c1cc(C(=O)N/N=C/c2cc3c(cc2Br)OCO3)n[nH]1	12.4%	-4.7%	u	u	0.0	-12.7%	32.9%	0.9%	-20.9%
COc1ccc(S(=O)(=O)N2CCCCCC2)cc1NC(=O)Cc1cc(OC)c(OC)c(OC)c1	-6.1%	2.31µM*	0.9%	-0.8%	0.0	7.9%	-16.0%	-57.2%[inhibitor]	-4.1%
O=C(CNC(=O)c1ccc(Br)o1)NCc1ccc(F)cc1	-4.5%	14.3%	-6.3%	-1.4%	26.2	u	-16.3%	27.9%	4.4%
CC1(CCc2ccccc2)NC(=O)N(Cc2cc([N+](=O)[O-])cc3c2OCOC3)C1=O (centres undefined)	0.4%	1.2%	-22.6%	-21.6%	-2.5	-0.7%	-0.3%	-15.9%	2.9%[11.3 µM]
COC(=O)C1CCN(C(=O)COC(=O)c2ccc(N3CCCC3=O)cc2)CC1	-3.4%	2.3%	22.3%	9.5%	21.0	6.9%	0.3%	6.0%	x
O=C(NCC1CCCO1)c1cccs1 (centres undefined)	-13.8%	-20.5%	9.4%	-0.7%	-6.5	2.3%	-19.8%	-5.3%	2.9%
CC(C)CN(C(=O)CN1CCCCCC1)c1c(N)n(CC(C)C)c(=O)[nH]c1=O	4.0%	-18.0%	-0.1%	3.2%	-2.2	-2.0%	-0.7%	-1.3%	8.3%
C=CCN1N=C(c2ccc(Cl)s2)CSC1=O	-12.7%	u	-7.7%	-11.4%	-21.3	11.6%	-13.5%	1.6%	7.0%
Cc1cc(C)n(CC(=O)N/N=C/c2ccc([N+](=O)[O-])s2)n1	-4.5%	u	u	u	u	u	u	20.6µM*	u
O=C1OC(N2C(=O)CC[C@H]2C(=O)Nc2ccc(F)c(F)c2)c2ccccc21 (some centres undefined)	1.5%	14.5%	7.7%	14.1%	9.4	-6.7%	0.0%	-4.2%	0.4%
Cc1cc(=O)oc2c3c(cc(OCC(=O)NCC(=O)O)c12)OC(C)(C)CC3	-0.1%	-5.9%	6.0%	20.6%	0.7	-4.1%	0.6%	-9.3%	x
CN(Cc1ccccc1Cl)C(=O)C1CC(=O)N(c2ccc3c(c2)OCCO3)C1 (centres undefined)	0.3%	u	-0.9%	0.2%	0.0	1.0%	-13.2%	13.8%	1.4%
CN(CCC#N)c1ccc(C=C(C#N)c2cccc(C(F)(F)F)c2)cc1	-19.6%	0.0%	u	-29.3%	-28.1	x	u	x	-20.0%
C[C@@H](NC(=O)[C@@H]1Cc2ccccc2CN1)C(=O)NC1CCCCC1	2.4%[11.6 µM]	1.5%	11.4%	10.9%	19.1	-2.7%	-1.2%	-9.9%	0.2%
O=C(CCc1ccc(S(=O)(=O)N2CCOCC2)cc1)N/N=C/c1ccc(O)c(O)c1O	79.4µM*	-3.0%	-4.3%	-0.5%	0.0	9.7%	-0.7%	1.9%	1.0%
CCOC(=O)C(Cc1c[nH]c2cc([N+](=O)[O-])ccc12)(NC(C)=O)C(=O)OCC	3.5%	1.5%	2.8%	-7.9%	4.3	1.5%	19.7%	-4.4%	-11.0%
CCCNc1nc(N2CCOCC2)nc(N2CCOCC2)n1	3.2%	11.5%	5.4%	-0.1%	29.0	-12.1%	3.7%	-0.7%	-2.5%
Cc1c(C(=O)N2CCCCC2)c(S(=O)(=O)N2CCN(c3ccc(Cl)cc3)CC2)c(C)n1C	4.5%	-2.1%	-0.1%	-9.4%	u	-1.1%	-11.4%	1.4%	-0.5%
CCOCCCNC(=O)CSc1nnc(-c2ccc(S(=O)(=O)N3CCCC3)cc2)n1C	1.5%	10.0%	5.2%	-2.8%	5.3	-0.1%	29.0%	-3.2%	11.1%
O=C(CSCc1ccco1)c1cccs1	u	24.4%	-0.4%	0.1%	-11.0	-15.6%	17.9%	2.4%	52.6%[activator]
Cc1ccsc1-c1n[nH]c(=S)n1CC(C)C	4.4%	-27.9%	-4.1%	-3.8%	0.0	4.9%	-0.5%	-3.5%	-8.0%
O=c1[nH]c2ccc(S(=O)(=O)N3CCN(C4CCCCC4)CC3)cc2[nH]c1=O	-2.1%	-5.6%	6.9%	6.0%	-2.3	-2.3%	-2.1%	-2.7%	5.5%
CCCCn1nnnc1NCc1cc(Cl)c(OC)c(OC)c1	-8.3%	-16.4%	-0.9%	1.0%	0.0	14.7%	2.0%	7.4%	x
CCCCc1ccc(NC(=S)N2CCN(C(=O)OCC)CC2)cc1	0.7%	0.0%	3.0%	-0.4%	-4.5	5.4%	-7.4%	1.1%	-15.2%
CC1CCCN(c2ccc(C(=O)NCCc3ccccc3)cn2)C1 (centres undefined)	-9.5%	-26.9%	0.0%	-3.6%	-3.9	3.1%	1.8%	-0.1%	38.1%
COc1cccc2[nH]c3c(N4CCCC(C)C4)ncnc3c12 (centres undefined)	-0.7%	6.51µM*	4.6%	-4.2%	-14.3	4.3%	-1.6%	-6.2%	26.6%
Cc1ccc(C(=O)NCC(=O)NCCSc2ccc(Br)cc2)cc1	-25.6%	u	-2.3%	-14.0%	-4.1	1.0%	13.9%	-0.8%	-13.4%
Cc1ccc(C(C)(O)CS(=O)(=O)Cc2ccccc2)cc1 (centres undefined)	5.1%	23.1%	28.3%	11.1%	-2.9	2.2%	1.4%	10.5%	-2.6%
CC(=O)c1cccc(N2C(=O)C3C(C(=O)Nc4cc(C)on4)C4(C)C=CC3(O4)C2C(=O)NC(C)(C)C)c1 (centres undefined)	3.2%	16.2%	3.6%	9.2%	9.4	0.9%	3.7%	-9.6%	0.9%
Cc1ccc2[nH]c(=O)c(CN(CCCO)S(=O)(=O)c3cccc4nsnc34)cc2c1	7.4%	2.7%	1.2%	9.6%	2.4	-7.0%	-1.6%	-2.9%	-2.2%
Cc1ccc(NC(=O)CSc2nc(=O)cc(N)n2CCc2ccccc2)cc1	9.6%	27.9%	-2.3%	2.8%	-13.0	13.8%	-4.7%	3.7%	x
CCOC(=O)CC(=O)CSc1[nH]c(=O)cc(C)c1C#N	-20.7%[57.1 µM]	30.3%	4.1%	u	33.3	1.0%	2.5%	-6.4%	6.9%
COc1ccc(S(=O)(=O)N2CCN(C(=O)c3ccc4ccccc4n3)CC2)cc1	-3.5%	u	1.9%	-0.7%	-19.2	6.6%	-4.6%	-9.2%	12.9%
Cc1ccc(OCC(=O)OCc2nc3scc(-c4ccccc4)c3c(=O)[nH]2)cc1C	-2.7%	u	8.6%	0.3%	1.1	0.7%	-4.4%	-14.4%	-3.0%
CCOC(=O)c1ccccc1NC(=O)c1ccccc1SC	-7.3%	u	u	u	40.5	u	6.6%	5.8%	-9.5%
CCc1ccccc1NC(=O)C(C#N)Cc1cccnc1 (centres undefined)	6.7%	-22.1%	10.2%	2.9%	9.0	1.9%	12.9%	-6.2%	3.2%
COc1ccc(N2CC(C(=O)N[C@@H](C)C(=O)NC3CCCCC3)CC2=O)cc1 (some centres undefined)	-0.5%	u	3.6%	0.1%	16.5	3.3%	0.5%	-1.2%	4.6%
CC(C)(C)CN1C(N)=NC[C@@H]1Cc1ccccc1	0.3%	23.4%	0.0%	-6.2%	-4.0	-0.6%	3.6%	2.1%	3.6%
COc1ccc(CNc2ncnc3nc[nH]c23)cc1	x	-14.4%	1.2%	-4.7%	x	x	13.4%	x	x
CCOC(=O)c1cnc2nc[nH]n2c1=O	-0.3%	5.5%	5.3%	5.2%	4.1	1.3%	0.4%	-4.7%	-2.2%
O=C(CSc1nnnn1-c1ccccc1)NCc1cccs1	-14.0%	u	-7.7%	-9.1%	-3.2	4.2%	-2.0%	-1.5%	21.8%
CCOc1ccc(N(C(=O)c2cnsn2)C(C(=O)NC2CCCCC2)c2ccncc2)cc1 (centres undefined)	2.9%	-27.3%	-7.9%	12.4%	0.0	-2.8%	-11.6%	0.0%	6.3%
Cn1nnnc1Sc1ncnc2scc(-c3cccc4ccccc34)c12	x	0.0%	x	x	x	u	16.4µM*	7.2%	u
O=C(O)c1ccc(Cl)c(S(=O)(=O)NC(Cc2c[nH]c3ccccc23)C(=O)O)c1 (centres undefined)	-0.6%	-8.0%	2.2%	3.8%	21.6	1.3%	-8.3%	-12.9%	x
Cc1nn(-c2nc(-c3ccco3)cc(C(F)(F)F)n2)c(C)c1Cl	-1.0%	0.1%	19.7%	16.4%	22.0	1.3%	-2.7%	-0.6%	4.4%
